SKN-1 block = blocks SKN-1 activity in C. elegans; C. elegans VP596 Pgst-4::GFP/RFP ratio, acrylamide-induced, 24 h; inhibition, % at 21.8 µM; 360,000 tested, 0.49% active; AID 624304;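 active means interference check ratio from 0.5 to 1.5 plus GFP to RFP signal ratio inhibition reaching or exceeding a fixed threshold, cut at about 30% in these data, passing the limit was not always enough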; further: some compounds called inactive have numbers as strong as hits
Rin1-Abl PPI inh = human Rin1-Abl interaction inhibition; 360,000 tested, 0.4% active; inhibition, % at 7.35 µM; TR-FRET Rin1/Abl binding, biochemical; AID 588664; P00519+Q13671; in the data active means inhibition above about 5%, passing the limit was not always enough
FAS-TE inh = blocks the thioesterase domain of human fatty acid synthase | inhibition, % at 15 µM | 360,000 tested, 0.67% active | recombinant FAS-TE, OMFH fluorogenic substrate, fluorescence endpoint | P49327;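 active means compounds whose normalised, plate-corrected inhibition of enzyme fluorescence in the single-dose primary screen is 50% or more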;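 further: 0% = DMSO with enzyme and 100% = substrate without enzyme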
Neddyl block = blocks human cullin neddylation | TR-FRET cullin neddylation, biochemical | P61081+Q13564 | calls only at 25 µM | AID 651699 | 360,000 tested, 0.58% active; in the data active means inhibition above about 36%
Target sequence (P61081 whole entry, looked up): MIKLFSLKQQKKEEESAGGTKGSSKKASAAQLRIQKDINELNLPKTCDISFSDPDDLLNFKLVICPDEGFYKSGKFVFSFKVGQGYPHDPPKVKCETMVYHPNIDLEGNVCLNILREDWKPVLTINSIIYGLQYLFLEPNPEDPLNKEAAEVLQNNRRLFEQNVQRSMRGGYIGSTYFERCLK
Target sequence (Q13564 whole entry, looked up): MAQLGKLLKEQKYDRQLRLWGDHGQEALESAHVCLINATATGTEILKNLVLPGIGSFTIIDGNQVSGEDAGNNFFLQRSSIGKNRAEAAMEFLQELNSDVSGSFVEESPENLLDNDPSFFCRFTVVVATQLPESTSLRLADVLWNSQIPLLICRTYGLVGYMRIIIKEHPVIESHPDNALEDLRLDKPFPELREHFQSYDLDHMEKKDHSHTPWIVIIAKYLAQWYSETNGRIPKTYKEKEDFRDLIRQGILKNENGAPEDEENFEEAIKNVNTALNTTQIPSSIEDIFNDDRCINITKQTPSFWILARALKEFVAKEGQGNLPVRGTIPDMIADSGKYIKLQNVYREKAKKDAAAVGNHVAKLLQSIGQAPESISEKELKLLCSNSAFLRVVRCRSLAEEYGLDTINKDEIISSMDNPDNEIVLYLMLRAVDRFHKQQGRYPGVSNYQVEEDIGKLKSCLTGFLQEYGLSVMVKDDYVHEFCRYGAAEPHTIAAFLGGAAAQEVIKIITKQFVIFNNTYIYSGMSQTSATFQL
CSN inh = blocks human CSN-mediated cullin deneddylation | Purified CSN, SCF-Nedd8-OG deneddylation, fluorescence polarization | inhibition, % at 12.5 µM | 360,000 tested, 0.38% active | AID 651999;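 active means pattern-corrected inhibition above about 35%, with an unprinted fluorescence ratio check between 0.5 and 1.5, limit read from the data, passing the limit was not always enough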;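 further: 0% = enzyme with substrate and 100% = substrate without enzyme; some results filed as inactive read as strong as hits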
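Material: purified human Csn5 enzyme expressed in HEK293T cells / Medium: Tris buffer pH 7.5, NaCl, DTT, Tween-20, trehalose, ovalbumin / Compound dosing: 12.5 µM single point / Schedule: 90 min incubation of compound, enzyme and substrate at room temperature / Signal: fluorescence polarization of the substrate / Control set: no-enzyme wells high, enzyme-with-substrate wells low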
MLLE-PAM2 inh = blocks PAM2 peptide binding to the PABP1 MLLE domain. GST-MLLE / FITC-PAM2 fluorescence polarization. inhibition, % at 20 µM. 360,000 tested, 0.36% active. AID 588489. P11940; in the data active means inhibition above about 35%, passing the limit was not always enough;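 further: plate controls were DMSO wells with GST-MLLE for no effect and wells lacking GST-MLLE protein for full effect; some results filed as inactive read as strong as hits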
MT1-MMP act inh = blocks activation of human MT1-MMP | P50281 | 360,000 tested, 0.061% active | HT1080 RFP-PRO-GFP cells, GFP/RFP ratio fluorescence, overnight; percent of plate control window, DMSO zero | GFP/RFP ratio change, % at 20 µM;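 active means GFP/RFP ratio change of at least 30% with cell ATP level not reduced by more than half and red fluorescence within 50% of control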; further: strong numbers were not always called active
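Read-out: GFP/RFP fluorescence ratio; Test system: RFP-PRO-GFP reporter HT1080 cells; Compound dosing: single-point 20 µM compound, 1% DMSO; Times: overnight compound exposure at 37 °C.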
NadD inh = NadD (S. aureus) enzyme inhibition. purified NadD enzyme, colorimetric absorbance read-out. 360,000 tested, 0.78% active. inhibition, % at 20 µM. AID 602399; in the data active means inhibition above about 26%; further: some compounds past the cut are filed as inactive
Rpn11 block = inhibitors of human proteasome Rpn11; O00487; human 26S proteasome, Ub4-pepOG fluorescence polarization; 20S core pre-blocked with epoxomicin; calls only at 20 µM; 360,000 tested, 0.59% active; AID 588493;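 active means inhibition at 20 µM, scaled to each plate's controls, above about 33%, limit read from the data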
Target sequence (O00487 whole entry, looked up): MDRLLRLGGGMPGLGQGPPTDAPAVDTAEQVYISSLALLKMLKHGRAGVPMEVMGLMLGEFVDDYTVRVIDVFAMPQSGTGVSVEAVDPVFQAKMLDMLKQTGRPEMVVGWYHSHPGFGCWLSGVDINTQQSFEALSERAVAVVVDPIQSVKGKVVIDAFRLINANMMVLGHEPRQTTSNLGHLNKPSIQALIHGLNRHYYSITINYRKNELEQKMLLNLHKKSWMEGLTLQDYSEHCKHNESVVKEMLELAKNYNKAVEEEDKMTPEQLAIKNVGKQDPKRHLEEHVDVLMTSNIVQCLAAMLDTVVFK
* marks the source's active call; other numbers are inactive results; i = inactive; · = no result given; + = active, no number; & = joins results of further samples; ! = not active in a repeat.

SMILES	SKN-1 block	Rin1-Abl PPI inh	FAS-TE inh	Neddyl block	CSN inh	MLLE-PAM2 inh	MT1-MMP act inh	NadD inh	Rpn11 block
CCOCCCN(Cc1ccco1)S(=O)(=O)c1csc(C(N)=O)c1	4	-5	-3	i	-1	-2	-4	-2	i
Cn1nc(N)c2ncc(-c3ccc(Cl)cc3)nc21	-3	2	0	i	1	9	0	2	i
CCOC(=O)c1cnn(-c2ncnc3sc(CC)cc23)c1N	5	5	43	i	-4	-3	-1	-12	i
O=C(O)CSc1ccc(S(=O)(=O)N2CCCC2)cn1	4	1	-8	i	-5	9	-3	-4	i
O=C(Cn1ccc(=O)[nH]c1=O)Nc1ccc(O)c([N+](=O)[O-])c1	-3	0	0	i	2	-9	-1	4	i
CC1CCCN(c2ccc(C(=O)NCc3ccc4c(c3)OCO4)cc2[N+](=O)[O-])C1 (stereo not drawn)	14	-3	15	i	-4	-39	2	-2	i
CC(=O)Nc1ccc(NC(=O)CC(NC(=O)c2ccccc2)c2ccccc2)cc1 (stereo not drawn)	-4	0	-7	i	5	6	-4	-5	i
CC1CCN(c2oc(-c3cccc4ccccc34)nc2C#N)CC1	-1	-2	10	i	-5	7	-1	0	i
COc1ccc(CNC(C)C(=O)Nc2ccc3ccccc3c2)cc1OC (stereo not drawn)	51*	1	0	i	-8	2	1	-4	i
O=C(NCc1ccco1)c1cc(-c2cccs2)on1	8	-3	1	i	8	-10	4	1	i
Cc1ccc(NC(=S)N(CCN(C)C)Cc2cc3cccc(C)c3[nH]c2=O)cc1	-1	-5	-1	i	-4	-7	0	-1	i
O=c1oc(-c2ccc(F)cc2)nc2ccsc12	-4	-3	20	i	4	-7	2	-2	i
C=C(Br)Cn1c(CCCC)nc2ccccc21	15	-1	-2	i	2	-5	-2	7	i
Cn1c(Cc2cccs2)nnc1SCC(=O)N1CCc2ccccc21	3	0	-4	i	3	-10	12	1	i
Cc1nc(NC2CCCC2)sc1C(=O)N(C)C	20	2	-8	i	5	-97	1	0	i
CC(C)Sc1nnc(-c2c[nH]c3ccccc23)n1C	-3	-3	0	i	-7	-88	2	4	i
Cc1ncc(CN2CCN(C(C)C)C(CCO)C2)s1 (stereo not drawn)	-1	-3	-7	i	-7	1	-4	-2	i
Cc1ccc(Cn2c(NCCCn3ccnc3)nc3c2c(=O)n(C)c(=O)n3C)cc1	30	-4	-3	i	-2	1	3	-6	i
C=CCn1c(SCC(=O)NC(=O)c2cccn2C)nc2ccccc2c1=O	-6	3	0	i	1	-7	-1	-4	i
CS(=O)(=O)c1cccc(C(=O)OCC(=O)NC(=O)Nc2ccccc2F)c1	-9	1	-9	i	2	-13	1	-1	i

Shown with values under each structure: entries from further up.
Results follow in this order: SKN-1 block | Rin1-Abl PPI inh | FAS-TE inh | Neddyl block | CSN inh | MLLE-PAM2 inh | MT1-MMP act inh | NadD inh | Rpn11 block
C=C(Br)Cn1c(CCCC)nc2ccccc21
→ 15 | -1 | -2 | i | 2 | -5 | -2 | 7 | i
Cn1c(Cc2cccs2)nnc1SCC(=O)N1CCc2ccccc21
→ 3 | 0 | -4 | i | 3 | -10 | 12 | 1 | i
Cc1nc(NC2CCCC2)sc1C(=O)N(C)C
→ 20 | 2 | -8 | i | 5 | -97 | 1 | 0 | i

Other compounds follow:
SMILES	SKN-1 block	Rin1-Abl PPI inh	FAS-TE inh	Neddyl block	CSN inh	MLLE-PAM2 inh	MT1-MMP act inh	NadD inh	Rpn11 block
CCC(C)N(C(=O)COC(=O)c1cn(CC)c2nc(C)ccc2c1=O)C1CCS(=O)(=O)C1 (stereo not drawn)	-9	-3	-7	i	2	4	7	4	i
Nc1nn2cc(-c3ccccc3)nc2c2ccccc12	-1	4	2	·	-1	-3	5	0	i
CC1(c2ccc3ccccc3c2)NC(=O)N(CC(=O)NCC(C)(C)N2CCOCC2)C1=O (stereo not drawn)	8	2	-7	i	-2	-6	0	1	i
COC(=O)C1=C(C)NC(=O)NC1c1ccccc1Cl (stereo not drawn)	-15	0	-3	i	-5	8	-1	0	i
CCOc1ccccc1OCC(=O)Nc1ccc2[nH]c(=O)[nH]c2c1	2	0	-6	i	-1	6	1	2	i
O=C(CCCN1C(=O)/C(=C\c2ccco2)SC1=S)Nc1ccc(O)cc1C(=O)O	-3	0	-1	i	48*	24	13	-3	+
CN(NC(=O)c1ccccc1)c1ncc(C(F)(F)F)cc1Cl	6	-2	3	i	6	5	3	-4	i
COc1ccc(-c2cc(C)no2)cc1S(=O)(=O)N(C)c1ccc(C)c(C)c1	-7	-1	22	i	-2	4	3	-11	i
CC(OC(=O)c1cccc(-n2cnnn2)c1)C(=O)NCc1ccccc1 (stereo not drawn)	-3	3	-1	i	0	-1	3	-5	i
COc1ccc(S(=O)(=O)N2CCN(CC(=O)Nc3cc(C(F)(F)F)ccc3Cl)CC2)cc1	-31	1	28	i	0	-7	1	-2	i
CC(C)(C)NC(=O)c1ccnc(C(C)(C)C)c1	0	1	-6	i	-5	-17	0	-2	i
CCOc1ccc(CN(CCO)CCO)cc1C(=O)OC	-11	2	-8	i	-3	2	2	-4	i
NC(=O)C1CCN(C(=O)OCc2ccccc2)CC1	-2	-1	-7	i	-3	4	2	2	i
CCOC(=O)C1=C(COC(=O)c2cccc(NC(C)=O)c2)NC(=O)NC1C (stereo not drawn)	10	0	-5	i	-5	3	4	-3	i
CCN(Cc1ccccc1)S(=O)(=O)c1ccc(S(=O)(=O)N(Cc2cccc(OC)c2)CC2CCCO2)cc1 (stereo not drawn)	4	1	27	i	4	-1	5	-1	i
CCOC(=O)c1sc(NC(=O)CSc2nncn2C)nc1C	-1	0	0	i	-6	3	-7	-4	i
Cc1nnsc1C(=O)Nc1ccc(Cl)cc1	5	-4	-5	i	4	8	3	9	i
Cc1[nH]n(-c2ccccc2)c(=O)c1/C=N/NC(=O)C(C)C	0	-3	-2	i	-12	-2	-1	-5	i
COc1ccc2c(c1)c1c(n2C(C)=O)C(OC(C)=O)=NCC1	4	-4	-3	·	-1	6	-8	-5	i
O=C(CNCc1ccco1)Nc1ccccc1-n1cccc1	14	1	-10	i	-3	14	2	0	i
CC(C)C[C@@H](CO)N1CCN(CCCc2ccccc2)CCC1=O	-9	1	-9	i	4	-10	2	2	i
O=C(O)c1ccccc1N/N=C\c1ccnc2ccccc12	25	-4	-2	i	4	-6	-37	5	i
CCOC(=O)c1cccc(N2C(=O)C3C(C2=O)C2C=CC3C23CC3)c1 (stereo not drawn)	-10	-2	-12	i	-6	-5	5	-3	i
CC(C)Cn1cnc2c1c(=O)n(CC(O)c1ccccc1)c(=O)n2CC(C)C (stereo not drawn)	15	2	-3	i	4	6	0	-4	i
Brc1cccc(OCCCCN2CCCCC2)c1	8	2	-10	i	1	9	1	-7	i
Cc1ccc(-c2nc(SCC(=O)NCC3CCCO3)c(-c3ccc(Cl)cc3)[nH]2)cc1 (stereo not drawn)	12	2	-2	i	4	4	1	-5	i
CCOC(=O)N1CCN(C(=O)c2ccc3c(c2)N(Cc2cccc(Cl)c2)C(=O)c2ccccc2S3=O)CC1 (stereo not drawn)	5	5	4	i	0	5	-5	-4	i
O=C(NCc1ccc2c(c1)OCO2)OCc1ccccc1	-14	·	·	i	2	·	-1	·	·
O=C(C1=C[C@H](c2ccccc2)C[C@H](OCc2ccc(CO)cc2)O1)N1CCN(Cc2ccccc2)CC1	18	1	13	i	-2	-1	-6	6	i
NC(=O)C1=C[C@H](c2ccc(C(F)(F)F)cc2)C[C@H](OCCCCO)O1	0	7	-4	i	-1	10	4	-11	i
C[C@@H]1CN([C@@H](C)CO)C(=O)c2cc(Br)cnc2O[C@H]1CN(C)Cc1ccccc1C(=O)O	5	0	-4	i	1	5	-2	-2	i
O=C(COC(=O)c1ccc(S(=O)(=O)N2CCCCC2)cc1)NC1CCCCC1	-7	2	-8	i	-1	-8	5	2	i
Cc1nc(-c2ccc(C(=O)N3CCOCC3)cc2)cs1	-3	3	-4	i	0	1	1	3	i
Cc1cc(C)c2nc(C)cc(N/N=C/c3ccc(O)cc3)c2c1	-14	-8	0	i	4	-46	-30	10	i
COC(=O)c1ccc(COC(=O)c2nn(C)c(=O)c3ccccc23)cc1	3	2	18	i	6	2	-4	3	i
Cc1cc(OCC(O)CN2CCN(C)CC2)ccc1C(C)C (stereo not drawn)	36*!	3&1	-8&-3	i	2&3	-5&-6	2&3	-2&-6	i
CN(C)/C=C1\C(=O)Oc2ccccc2C1=O	4	-2	-4	i	1	-13	·	0	i
CCOc1cc(C2C3=C(CC(C)(C)CC3=O)Nc3n[nH]c(C)c32)ccc1O (stereo not drawn)	13	0	-3	i	-10	-4	-1	2	i
COc1ccc(CNC(=O)COC(=O)c2ccc3c(c2)OCCO3)cc1	19	1	-4	i	-3	14	-2	-8	i
Cc1cc(F)ccc1S(=O)(=O)Nc1ccccc1C(=O)NCc1cccnc1	-10	-1	-2	+	-1	17	-1	-3	i
COCCOC(=O)c1c(NC(=O)CNCc2ccco2)sc(C(N)=O)c1C	1	-3	-1	i	1	-11	-3	1	i
CC(C)c1ccc(OCC(=O)N(Cc2ccccc2)c2ccccn2)cc1	-8	-1	24	i	0	-4	0	3	+
Cc1ccc(C2=N/C(=C\c3ccc(OS(=O)(=O)c4ccc(C)cc4)cc3)C(=O)O2)cc1	0	-3	37	i	5	0	0	8	i
CCc1nnc(NC(=O)c2cccc(S(=O)(=O)N3CCN(c4ccccc4)CC3)c2)s1	1	2	2	i	3	-9	-13	15	i
COC(=O)CC1C(=O)NC2CCCCC2N1C(=O)CCl (stereo not drawn)	13	0	-2	i	3	-4	-1	-6	i
O=C(CSc1ncn[nH]1)N1CCN(S(=O)(=O)c2ccc(Cl)cc2)CC1	-7	-3	-9	i	-3	-2	3	0	i
CCOc1ccc(C(=O)OCC(=O)Nc2ccc3c(c2)OCCO3)cc1OC	0	-2	-6	i	-4	-3	2	3	i
COc1cc2c(cc1OC)CN(C(=S)Nc1cccc(Cl)c1C)CC2	-3	-2	11	i	1	-121	7	-1	i
Cc1nc(NC(=O)C(C)(C)C)sc1-c1csc(N)n1	4	-4	-8	i	2	14	2	2	i
C=CCNC(=O)Nc1ccc(OCC)cc1	-8	-1	-3	i	-5	6	4	8	i

(continued)
SMILES	SKN-1 block	Rin1-Abl PPI inh	FAS-TE inh	Neddyl block	CSN inh	MLLE-PAM2 inh	MT1-MMP act inh	NadD inh	Rpn11 block
CCC(C)c1ccccc1NC(=O)COC(=O)C1=NN(c2ccccc2)C(=O)CC1 (stereo not drawn)	1	2	-6	i	3	-9	1	-6	i
Cc1nc2ccccc2n1CC(=O)NC1CCCC1	-1	3	-2	i	2	8	0	-5	i
Cc1c(Br)c(=O)oc2c(Br)c(O)ccc12	-10	-6	-4	·	-5	10	-2	-1	i
CCS(=O)CCSC(=N)N (stereo not drawn)	9	3	-5	i	5	11	0	-1	i
Cc1ccc(C2(C)NC(=O)N(CC(=O)NNC(=O)c3cc(C)oc3C)C2=O)cc1 (stereo not drawn)	-7	2	-9	i	-2	-6	6	-4	i
O=C(CCCOc1ccccc1)N1CCN(C(=O)c2ccco2)CC1	-1	-3	-8	i	2	-9	10	8	i
C=CCN1C(=O)CS/C1=C(\C#N)S(=O)(=O)c1ccc(C)cc1	34*	-2	1	i	0	-20	38	-4	i

Source: PubChem BioAssay (several laboratories)
